# From PubChem
# ABHD4 inh: ABHD4 (mouse) inhibition, primary FP screen | Q8VD66 | purified mABHD4, FP-Rh probe fluorescence polarization | inhibition, % at 8.92 µM | 370,000 tested, 0.54% active | AID 720543;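 active = inhibition exceeding the mean over every tested compound plus 3 SD, cut at about 30% in these data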;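 note: 0% = plate median of compound wells and 100% = S159A mutant with DMSO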
# Target sequence (Q8VD66 whole entry, looked up): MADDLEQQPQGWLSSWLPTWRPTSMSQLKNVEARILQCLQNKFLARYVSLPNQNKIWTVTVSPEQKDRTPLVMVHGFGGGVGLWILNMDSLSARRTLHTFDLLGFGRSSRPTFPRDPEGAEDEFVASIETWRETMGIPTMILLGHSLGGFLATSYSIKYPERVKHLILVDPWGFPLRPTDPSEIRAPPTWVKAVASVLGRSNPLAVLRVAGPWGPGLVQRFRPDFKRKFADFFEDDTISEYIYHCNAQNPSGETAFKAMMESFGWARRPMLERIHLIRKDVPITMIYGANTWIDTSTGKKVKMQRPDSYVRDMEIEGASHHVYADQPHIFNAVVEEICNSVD
#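 Test system: mABHD4 protein | Buffer or medium: HEPES pH 7.0 buffer, 150 mM NaCl, 0.01% Pluronic F-127 | Probe or stimulus: FP-Rh fluorescent activity-based probe, added after compound pre-incubation | Timing: Pre-incubation 45 min, probe exposure 60 min, at 25 °C | Technique: Fluorescence polarization, excitation 525 nm, emission 598 nm, BODIPY TMR filters | Repeats: Single well per compound (singlicate)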
# TDP2 inh: blocks human TDP2 phosphodiesterase activity. O95551. recombinant TDP2, T5PNP hydrolysis, p-nitrophenol absorbance 415 nm. inhibition, % at 12.8 µM. 370,000 tested, 0.34% active;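 active = inhibition above the mean of all tested compounds plus 3 SD, set per campaign, cut at about 25% in these data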;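 note: 0% = DMSO with enzyme and 100% = buffer with substrate but no TDP2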
#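 Evaluation: % inhibition relative to enzyme-containing and enzyme-free wells. Material: recombinant human TDP2. Benchmarks: enzyme-free and DMSO wells. Timing: enzyme reaction with compound for 2 h at 37 °C. Compound dosing: 12.8 µM only. Measured by: p-Nitrophenol epi absorbance. Reagent: T5PNP substrate at 5 mM, a TopII-DNA adduct mimic. Replication: single well per compound.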
# Tn7 DDE FP: disrupts Tn7 cyclic peptide binding to fibrin D-Dimer-E complex; P02675; inhibition, % at 8.3 µM; 370,000 tested, 0.13% active; AID 720508; FP displacement of FITC-Tn7 peptide from fibrin DD(E); 0% = median of compound wells per plate;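 active = inhibition above the mean of compounds falling within the control limits plus 3 SD of them, cut at about 14% in these data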;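 note: 0% = plate median of compound wells and 100% = 10 µM Aha-Tn7 peptide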
#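 Assay system: Fibrin-DD(E) protein isolated from polymerized human fibrin clots; read-out basis: percent inhibition; medium: Tris/NaCl/CaCl2 buffer, pH 7.8; signal: FP measurement; incubation: 10 min plus 3 h, room temperature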
# PG9 binder: small molecules binding HIV-1 gp120 antibody PG9; 360,000 tested, 0.43% active; inhibition, % at 6.7 µM; TR-FRET gp120-PG9 antibody binding; in the data active = inhibition above about 8.5%
# UHRF1 binding: blocks human UHRF1 binding to methylated DNA; UHRF1 binding to methylated oligo, TR-FRET; 370,000 tested, 0.75% active; inhibition, % at 4.4 µM; in the data active = inhibition above about 21%;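 note: UHRF1 SRA domain binding a hemimethylated CpG hairpin DNA probe; 0% = median of test compound wells and 100% = reference inhibitor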
# TCR CD3 inh: blocks the human TCR-CD3 interaction; TAMRA-labeled TCR probe fluorescence, biochemical; inhibition, % at 9.4 µM; 360,000 tested, 0.37% active; AID 651800; in the data active = inhibition above about 19%;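 note: recombinant mutant TCR 2C K166C tagged with TAMRA read by polarization; 0% = receptor in buffer alone and 100% = receptor with positive control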
# SIAE primary: human SIAE inhibition, primary screen; 370,000 tested, 0.69% active; SIAE FP-Rh probe binding, fluorescence polarization; Q9HAT2; inhibition, % at 9.66 µM;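 active = inhibition above a cutoff: mean of compounds within the control limits plus 3 SD of those, cut at about 17% in these data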;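 note: 0% = plate median of compound wells and 100% = probe without SIAE protein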
# Target sequence (Q9HAT2 whole entry, looked up): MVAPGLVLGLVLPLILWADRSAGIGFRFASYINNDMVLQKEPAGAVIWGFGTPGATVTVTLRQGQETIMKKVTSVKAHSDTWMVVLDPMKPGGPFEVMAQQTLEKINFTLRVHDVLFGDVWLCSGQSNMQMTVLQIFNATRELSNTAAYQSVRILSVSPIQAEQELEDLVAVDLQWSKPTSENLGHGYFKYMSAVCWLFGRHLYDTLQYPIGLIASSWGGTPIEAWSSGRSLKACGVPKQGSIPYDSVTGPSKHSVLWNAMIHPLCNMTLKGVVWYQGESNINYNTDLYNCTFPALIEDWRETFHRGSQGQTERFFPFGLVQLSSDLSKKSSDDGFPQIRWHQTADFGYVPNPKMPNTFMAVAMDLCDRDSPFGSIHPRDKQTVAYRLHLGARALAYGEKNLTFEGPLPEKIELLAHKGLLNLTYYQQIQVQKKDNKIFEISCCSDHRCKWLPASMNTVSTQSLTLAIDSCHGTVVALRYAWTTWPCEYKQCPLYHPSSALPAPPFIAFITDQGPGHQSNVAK
# HTRA1 inh: inhibitors of human serine peptidase HTRA1; AID 504803; 340,000 tested, 0.5% active; Q92743; inhibition, % at 5.96 µM; recombinant HTRA1, FP-rhodamine activity-based probe, fluorescence polarization; in the data active = inhibition above about 36%;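 note: 0% = enzyme with DMSO and 100% = wells lacking enzyme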
# PRMT1 inh: inhibitors of human PRMT1; 370,000 tested, 1.3% active; inhibition, % at 2.79 µM; AID 652257; recombinant PRMT1, activity-based probe fluorescence polarization; Q99873;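 active = inhibition above about 21% made by adding two undisclosed values, limit read from the data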
# LEDGF integ inh: blocks HIV-1 LEDGF/p75-dependent DNA integration; TR-FRET IN-LEDGF/p75 DNA integration, Eu/Cy5; 370,000 tested, 0.64% active; AID 743269; inhibition, % at 3.7 µM;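 active = inhibition above the screen-wide mean plus 3 SD, cut at about 13% in these data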;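 note: signal is the Cy5 over europium emission ratio at 671 and 618 nm; 0% = plate median of compound wells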
# * = called active by the depositor; · = no result given. This is a random part of the collection; about 4.2% have a hit in one of these screens.
SMILES,ABHD4 inh,TDP2 inh,Tn7 DDE FP,PG9 binder,UHRF1 binding,TCR CD3 inh,SIAE primary,HTRA1 inh,PRMT1 inh,LEDGF integ inh
COc1cccc(C(C)(O)c2nc(-c3ccc(F)cc3OC)cs2)c1 (configuration not stated),-21,2,4,0.5,0,1,-5,·,-3,1
O=P(OCC1CC1)(c1ccccc1)c1ccccc1,0,-1,7,-0.8,-3,1,0,4,-1,-3
COc1ccccc1N1CCN(C(=O)c2ccncc2)CC1,-1,9,-3,-0.4,-2,5,-1,3,-1,1
CC1CCCCC1NC(=O)c1cccc(N2C(=O)C3C4C=CC(C4)C3C2=O)c1 (configuration not stated),-2,5,2,-1.4,-4,4,-1,3,-2,-2
CCOc1cc(N2CCOCC2)c(OCC)cc1NC(=O)COC(=O)CCn1c(C)csc1=O,7,-14,5,-2.2,1,-3,3,0,1,-5
COC(=O)[C@@]1(Cc2ccc(F)cc2)[C@H]2c3cc(C(=O)N(C)C)n(C[C@H](O)CO)c3C[C@H]2CN1C(=O)c1ccccc1,-1,-11,1,1.6,2,-8,8,-5,2,-2
Cc1ccccc1S(=O)(=O)/N=C(/c1ccccc1)N(C)C,1,-1,3,-1.6,3,8,-2,-3,0,3
O=C(c1cccs1)N1N=C(c2ccccc2)CC1c1ccccc1 (configuration not stated),-16,9,-1,1.1,-1,-8,-2,-53,-1,4
CCCCOc1ccccc1NC(=O)Cn1c(-c2nonc2N)nc2ccccc21,-1,1,-1,0.7,-2,4,-3,-5,2,-1
NC(=O)COc1ccccc1C(=O)O,2,8,2,2.1,-5,4,-6,3,-2,-1
Cc1cc(N2CCCCCC2)nc2ccccc12,17,8,1,0.0,-1,0,2,-6,0,-1
Nc1ccc(Cn2ccc3c4c(N)nc(N)nc4ccc32)cc1,1,10,9,0.6,6,-9,1,5,5,-6
Nn1c(SC/C=C/c2ccccc2)nnc1-c1ccncc1,9,8,1,-1.0,-3,5,1,2,-2,-1
Cc1cccc(NC(=O)c2nc[nH]c2C(=O)N2CCc3ccccc3C2)c1,1,1,-6,-0.9,-3,3,0,-11,-1,2
CC(=O)NS(=O)(=O)c1ccc(NC(=O)/C=C/c2ccccc2)cc1,0,5,4,0.4,0,-1,-2,8,2,-2
CCOC(=O)N1CCN(C(=O)c2noc(C(C)C)c2[N+](=O)[O-])CC1,5,1,0,0.6,-1,-6,-3,0,1,0
Cc1cc(C)cc(OCC(=O)NNC(=O)CC(C)c2ccccc2)c1 (configuration not stated),2,-4,8,-0.9,-3,-1,0,-1,0,-3
CCC1CCCCN1C(=O)CSc1nc2c(cnn2-c2ccc(C)cc2)c(=O)[nH]1 (configuration not stated),3,3,0,-0.6,-1,6,-12,2,-2,-2
COc1ccc(N=C2NC(=O)C(CC(=O)NCCc3ccc(OC)c(OC)c3)S2)cc1 (configuration not stated),-3,9,1,-2.9,-1,5,3,9,4,-2
COC(C(=O)Nc1ccnn1C1CCN(Cc2cnn(C)c2)CC1)c1ccccc1 (configuration not stated),-3,-4,1,-1.6,-1,-2,2,3,3,-3
C=CCn1c(=S)[nH]c2cc(C(=O)Nc3ccc(OC)c(OC)c3)ccc2c1=O,8,9,3,-4.4,0,-5,-5,3,-1,-1
COc1ccc(C(=O)N=c2sc3ccccc3n2C)cc1OC,0,-12,-4,-1.0,2,-2,-11,2,0,-2
Cn1c(=O)c2c(SCC(=O)Nc3nccs3)nc(C3CC3)nc2n(C)c1=O,0,7,-13,-0.2,1,4,-8,3,0,3
CCOc1ccc(S(=O)(=O)N2CCOCC2)cc1NC(=O)CSCC(=O)Nc1ccc(OC)cc1,3,-1,6,1.7,-1,1,-2,-3,1,0
CC1(C(=O)OCC(=O)Nc2cccc(S(=O)(=O)NC3=NCCCCC3)c2)CC1(Cl)Cl (configuration not stated),0,27*,1,0.7,-4,0,-3,1,0,-5
SMILES,ABHD4 inh,TDP2 inh,Tn7 DDE FP,PG9 binder,UHRF1 binding,TCR CD3 inh,SIAE primary,HTRA1 inh,PRMT1 inh,LEDGF integ inh
O=C1NC(c2ccc(Br)cc2)Oc2ccccc21 (configuration not stated),3,2,8,-0.5,2,-2,-13,-17,1,-1
N#Cc1cc2c(nc1Cl)CCCC2,0,5,2,-2.4,0,6,0,3,0,-2
C[n+]1ccccc1/C=C/c1ccc([N+](=O)[O-])cc1,2,-1,2,-1.3,-3,-4,-2,-3,4,1
Cc1cccc(C)c1OCC(O)CNC(C)c1ccccc1 (configuration not stated),0,-8,6,0.8,0,2,0,7,5,-5
CCCOC(=O)c1ccc(Nc2cc(C)nc3ncnn23)cc1,-3,8,0,-3.5,-3,2,7,0,-3,1
Cc1cc(Cl)ccc1Oc1nc(-c2ccc(F)cc2)ccc1C#N,-2,-4,-8,-0.1,0,3,0,-3,1,-1
COc1ccc(CNC(=O)CN2CCN(S(=O)(=O)c3cc(Br)ccc3Br)CC2)cc1OC,4,19,2,-2.3,0,3,1,-6,-2,-4
Cn1cccc1Cc1nnc(SCC(=O)NCc2ccccc2)n1-c1ccc(F)cc1,-11,-4,-4,0.7,-2,-4,0,-8,18,5
C=CCn1c(COc2cccc3cccnc23)nnc1SCC(=O)OC,4,-1,-6,0.4,-2,2,-3,3,1,0
CC(=O)c1cc(-c2ccc3c(c2)OCO3)c(=O)n2c1CCC2,3,5,5,·,-1,·,2,·,-1,2
Cc1cc(=O)[nH]c(-c2cccs2)n1,7,-18,-8,-0.1,1,6,-2,-1,-4,1
C=CCN1C(=O)CS/C1=N/c1nccs1,1,-14,3,-1.4,0,-4,-1,10,1,7
CCCCC(=O)NC(=S)NNC(=O)c1ccc(Cl)cc1Cl,2,-7,-2,1.8,0,8,3,12,5,5
c1ccc(CSc2nnc3ccc(-c4ccncc4)nn23)nc1,-3,1,3,0.1,-1,-2,8,4,2,-3
Cn1c(SCC(=O)Nc2nc(C(C)(C)C)cs2)nnc1C1CC1,-9,-4,0,1.1,4,3,-5,3,-5,2
Cn1c(OCc2ccc3c(c2)OCO3)nc2c1c(=O)n(Cc1ccc(Cl)c(Cl)c1)c(=O)n2C,0,-2,-2,1.0,-2,-2,2,-6,1,-3
COc1ccc(S(=O)(=O)Nc2c(C(=O)O)[nH]c3ccccc23)cc1OC,7,11,8,0.1,-7,3,14,24,-1,2
O=C(CSc1nc2ccccc2n1S(=O)(=O)c1ccccc1)N1CCCCC1,7,-3,-1,-0.9,0,4,-3,6,-1,-3
O=C(Nc1cccc(Cl)c1)Nc1ccnc(-c2cccnc2)n1,-38,-3,3,0.9,6,-7,-53,-50,7,-1
O=S(=O)(NCC(c1cccnc1)N1CCOCC1)c1ccc(Cl)cc1 (configuration not stated),2,9,-1,-1.2,25*,3,-1,2,-1,1
COC(=O)c1cc(OC)c(OC)cc1NC(=O)c1ccc(C)cc1,3,15,-2,-3.2,0,3,-5,10,-1,0
COc1ccc(NC(=O)C23CCC(C2)C(C)(C)C3=O)cc1 (configuration not stated),-8,-12,-3,-0.7,1,-1,-4,2,-2,-1
CC(C)(C)n1nnnc1C(c1cccs1)N(Cc1ccc(Cl)cc1)CC1CCCO1 (configuration not stated),-9,-14,-6,-2.9,-5,0,3,-24,-3,1
O=C(O)CCn1ncc2ccccc2c1=O,-3,0,2,1.0,-2,9,8,11,-2,3
CCOC(=O)COc1cccc2c(=O)n(CC(N)=O)ccc12,6,1,11,-0.4,1,6,5,3,0,-2
SMILES,ABHD4 inh,TDP2 inh,Tn7 DDE FP,PG9 binder,UHRF1 binding,TCR CD3 inh,SIAE primary,HTRA1 inh,PRMT1 inh,LEDGF integ inh
Cc1cc(OC(=O)c2c(C)cc(OC(=O)c3c(C)cc(O)cc3O)cc2O)cc(O)c1C(=O)O,-64,-14,0,-1.8,5,1,-18,-55,12,-2
CCc1[nH]nc(C(=O)N2CCCC(C(=O)c3cccc(OC(C)C)c3)C2)c1C (configuration not stated),-4,-19,-2,-2.7,1,3,4,-3,-6,-3
Cc1ccc2oc(=O)n(CC(=O)OCCC(C)C)c2c1,0,1,4,-1.1,1,2,-4,-8,-4,-2
Cc1ccc(Cl)cc1N(CC(=O)NCc1ccccc1)S(C)(=O)=O,-7,-12,7,2.0,1,-7,-6,-2,3,3
COC(=O)c1c(-c2cc(C)ccc2C)csc1NC(=O)C1CC=CCC1C(=O)O (configuration not stated),-3,1,-8,0.1,-1,1,2,-7,-2,3
Cc1ccc2nc(NC(=O)Cn3nc(C)c([N+](=O)[O-])c3C)sc2c1,-5,9,-4,-0.9,-3,0,-1,2,0,4
O=C(NCc1ccco1)c1ccc2c(c1)C(=O)N(Cc1ccccc1)C2=O,-6,-3,-2,0.6,0,7,-1,-9,2,0
O=C(Nc1ccc(S(=O)(=O)Nc2nccs2)cc1)/C(=C/c1ccccc1Cl)NC(=O)c1ccccc1,-58,-12,8,-2.1,0,-2,1,-12,2,0
O=C(CCC(=O)N1CCOc2ccc(Cl)cc21)NCc1ccccc1,3,3,-4,-0.9,-2,5,0,-5,-1,-2
C[C@@H]1CN([C@H](C)CO)C(=O)CCCn2nncc2CO[C@H]1CN(C)S(=O)(=O)c1ccc(Oc2ccccc2)nc1,5,-1,-3,0.5,1,1,-6,1,1,-1
CC(=O)c1cccc(NC(=O)c2ccc(NS(=O)(=O)c3c(C)noc3C)cc2)c1,0,3,-2,-0.9,0,4,3,-1,0,-2
O=C(Nc1ccccc1[N+](=O)[O-])c1cc2ccccc2nc1Cl,2,7,0,-1.0,0,3,-3,2,-2,-1
O=C(Nc1nc(-c2cccc3ccccc23)cs1)c1ccc2c(c1)S(=O)(=O)c1ccccc1C2=O,0,-5,6,0.1,8,-12,-2,-12,8,3
Cc1ccccc1NC(=O)CSCc1nc(N)nc(Nc2ccccc2C)n1,0,9,-1,1.2,0,-1,-7,-4,0,-1
CSc1ccc(S(=O)(=O)NCc2ccc(Cl)cc2)cc1,-11,-12,-3,0.3,2,1,-2,-20,3,3
NC(=O)c1cc([N+](=O)[O-])ccc1NCc1ccccn1,4,-4,-7,0.7,-2,2,-3,3,1,3
C=CCN1C(=O)N(CC=C)c2cccc3cccc1c23,-4,-1,6,-1.6,-3,0,5,0,-3,-3
